# MEKK2mut PB1 HTS: signal of MEK5 binding to mutant human MEKK2 PB1 domain; bead flow cytometry, Alexa488-MEK5 binding to MEKK2 mutant; percent response, % at 10 µM; 0.35% of 290,000 active; AID 1530; in the data active means percent response above about 24%, passing the limit was not always enough; further: inactives centre near 1; some results filed as inactive read as strong as hits; reference of the scale not given here
# MEKK2 WT-MEK5: raises or lowers MEK5 binding to wildtype human MEKK2 PB1 domain. Q9Y2U5. bead flow cytometry, Alexa488-MEK5 binding to MEKK2 WT; actives lie on both sides. binding response (% of control), % at 10 µM. 1.1% of 290,000 active. AID 1531; in the data active means binding response below about 67% or above about 130%
# NALP1 inh: blocks the NALP1 inflammasome reconstituted in yeast. S. cerevisiae NALP1/ASC/caspase-1 growth, X-gal OD620, 72 h. inhibition, % at 10 µM. 0.61% of 280,000 active. AID 2071; in the data active means inhibition mostly above about 24%, no sharp cut-off; inactive means mostly below about 32%; further: some compounds called inactive have numbers as strong as hits
# M18AAP inhibitor: PfM18AAP enzyme inhibition. recombinant PfM18AAP, H-Glu-NHMec fluorogenic cleavage. 1.2% of 290,000 active. inhibition, % at 7.35 µM;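 active means inhibition above the campaign mean inhibition over all tested compounds plus 3 SD, cut at about 28% in these data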;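 further: 0% = plate median of test compound wells and 100% = 2 mM ZnCl2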
# V1R ag counter: counter-screen for oxytocin receptor agonists: human V1a receptor agonists | P37288 | CHO-V1R cells, Fluo-8 calcium fluorescence, agonist mode; 0% DMSO, 100% 3 nM vasopressin | activation, % at 3 µM | 0.25% of 320,000 active | AID 2797;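 active means activation above the mean activation of all tested compounds plus 3 SD, per screening run, cut at about 20% in these data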;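 further: signal is peak over basal fluorescence ratio across a 100 second FLIPR read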
# Target sequence (P37288 whole entry, looked up): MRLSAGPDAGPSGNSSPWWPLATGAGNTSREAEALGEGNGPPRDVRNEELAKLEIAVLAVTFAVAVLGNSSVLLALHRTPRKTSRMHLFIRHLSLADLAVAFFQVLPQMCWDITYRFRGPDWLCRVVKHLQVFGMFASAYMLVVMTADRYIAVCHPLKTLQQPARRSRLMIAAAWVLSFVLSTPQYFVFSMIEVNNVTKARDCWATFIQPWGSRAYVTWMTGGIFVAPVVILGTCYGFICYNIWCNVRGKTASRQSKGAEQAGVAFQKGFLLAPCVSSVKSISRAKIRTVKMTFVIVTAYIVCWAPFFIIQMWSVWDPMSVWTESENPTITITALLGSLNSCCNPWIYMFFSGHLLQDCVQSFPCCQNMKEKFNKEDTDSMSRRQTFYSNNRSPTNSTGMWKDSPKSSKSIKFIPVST
# GPR7 antag: antagonists of human GPR7 (neuropeptides B/W receptor 1); inhibition, % at 4.4 µM; GPR7-expressing cells, fluorescence antagonist assay; P48145; 1.1% of 290,000 active; AID 1861; in the data active means inhibition above about 16%, passing the limit was not always enough;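 further: cells stimulated with the agonist NPW; 0% = agonist with vehicle and 100% = vehicle without agonist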
# Target sequence (P48145 whole entry, looked up): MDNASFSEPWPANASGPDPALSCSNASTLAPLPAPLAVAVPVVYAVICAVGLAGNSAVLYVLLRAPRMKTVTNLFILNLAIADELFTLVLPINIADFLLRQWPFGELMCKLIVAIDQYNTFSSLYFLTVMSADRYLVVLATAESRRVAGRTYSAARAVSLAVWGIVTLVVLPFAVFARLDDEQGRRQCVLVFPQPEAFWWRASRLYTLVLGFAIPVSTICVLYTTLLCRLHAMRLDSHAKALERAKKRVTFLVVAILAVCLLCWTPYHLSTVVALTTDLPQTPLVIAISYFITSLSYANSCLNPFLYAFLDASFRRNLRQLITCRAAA
# GalR3 antagonist: blocks the human galanin receptor 3 | AID 651719 | 0.44% of 360,000 active | inhibition, % at 3 µM | HEK293 GalR3-CNG cAMP membrane potential fluorescence; galR3 body fused to GalR1 C-terminus;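 active means inhibition above the screen-wide average plus 3 SD, cut at about 13% in these data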;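 further: forskolin and galanin both at EC90 stimulate the cells; cAMP rise reported by CNG channel membrane potential dye signal; 0% = forskolin plus galanin with DMSO and 100% = forskolin alone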
# Target sequence (O60755 1-299 limits assumed): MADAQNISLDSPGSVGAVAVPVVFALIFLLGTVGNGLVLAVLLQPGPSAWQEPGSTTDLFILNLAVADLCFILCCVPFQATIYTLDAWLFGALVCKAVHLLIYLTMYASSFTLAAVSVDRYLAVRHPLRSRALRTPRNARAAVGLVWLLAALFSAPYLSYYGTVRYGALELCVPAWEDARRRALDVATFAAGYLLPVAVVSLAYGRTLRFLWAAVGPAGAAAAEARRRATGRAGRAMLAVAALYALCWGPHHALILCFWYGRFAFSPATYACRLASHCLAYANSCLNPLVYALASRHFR
# OXTR potentiator: human OXTR potentiation. P30559. CHO-OTR cells, Fluo-8 calcium fluorescence, potentiator mode; 0% = oxytocin EC15, 100% = EC100. activation, % at 3 µM. 0.061% of 320,000 active;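 active means activation above that plate's cutoff, the mean activation of tested compounds plus 3 SD, cut at about 6.6% in these data, passing the limit was not always enough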;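 further: 100% uses oxytocin at 75 nM as the full agonist control; some results filed as inactive read as strong as hits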
#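 test system = CHO-OTR cells, human receptor | compound = single-point 3.0 µM | schedule = 6 min compound pre-incubation at room temperature, 100 s kinetic read | signal = Fluo-8 no-wash calcium dye fluorescence, excitation 470-495 nm, emission 515-575 nm | repeats = single well per compound, singlicate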
# OXTR ag: human OXTR agonism. P30559. CHO-OTR cells, Fluo-8 calcium fluorescence; normalized: DMSO 0%, oxytocin 100%. activation, % at 3 µM. 0.32% of 320,000 active;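 active means activation above the mean of all tested compounds plus 3 SD, cutoff set per screening run, cut at about 20% in these data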;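 further: peak over basal fluorescence ratio from a 100 s FLIPR kinetic read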
# An asterisk follows results filed as active; . = not tested or not shown.
SMILES,MEKK2mut PB1 HTS,MEKK2 WT-MEK5,NALP1 inh,M18AAP inhibitor,V1R ag counter,GPR7 antag,GalR3 antagonist,OXTR potentiator,OXTR ag
C[C@H](NC(=O)C1CCN(S(=O)(=O)c2ccccc2)CC1)C(=O)NCc1cccc(Cl)c1,4,108,-12,7,1.9,-7,5,-5,0.6
CCN(CC)c1nc2ccccc2[nH]1,-2,106,-4,4,-1.1,-5,3,-11,-0.8
O=C(Nc1cccc2ccccc12)c1cc2c(cc1Br)OCO2,8,98,17,5,-0.5,-7,-8,2,-1.6
CC(C)(C)OC(=O)N[C@H](/C=C/c1ccccc1)C(=O)OC(C)(C)C,.,.,.,.,-1.2,.,-3,-4,-2.2
C/C(=C/Cc1c(O)cc2oc(C)cc(=O)c2c1O)COC1OC(CO)C(O)C(O)C1O (stereo unspecified),5,99,28,-5,0.7,-3,2,-2,-1.3
O=C(CNc1cccc(S(=O)(=O)N2CCCC2)c1)Nc1ccc(F)cc1F,.,.,.,.,2.2,.,-3,-6,1.5
Cn1c(=O)c2[nH]c(Nc3ccccc3)nc2n(C)c1=O,4,104,-68,-1,0.8,-21,-4,-10,2.4
COc1ccc(/C(C)=N/Nc2ncc(Cl)cc2Cl)c(O)c1,-2,101,33,13,-0.3,-10,4,0,-2.2
O=C(NCC(=O)N1CCc2ccccc2C1)c1ccc(Cl)cc1Cl,2,98,15,-1,-0.8,-11,5,-5,-2.2
COc1cc([C@@H]2c3cc4c(cc3[C@H](O)[C@H]3COC(=O)[C@H]23)OCO4)cc(OC)c1OC,1,101,14,4,-0.1,16,.,-7,1.0
Cc1c(NC(=O)c2cc3c(=O)n4ccccc4nc3s2)c(=O)n(-c2ccccc2)n1C,6,109,.,-3,0.0,-10,0,-3,-0.1
Cc1ccc(NS(=O)(=O)c2ccc(OCC(=O)Nc3cccc([N+](=O)[O-])c3)c(C)c2)cc1,7,123,-12,-1,0.3,7,-9,-11,0.8
C[C@H](CO)N1C[C@H](C)[C@@H](CN(C)C(=O)Nc2ccc(C(F)(F)F)cc2)Oc2c(NC(=O)Cc3ccccc3)cccc2C1=O,.,.,.,.,1.3,.,1,1,0.3
O=c1c(N2CCOCC2)coc2ccccc12,4,100,-9,5,-0.7,-8,-3,-5,-0.3
Cc1n[nH]c(C)c1CCNC(=O)C1CCC(=O)N(CCc2cccc(F)c2)C1 (stereo unspecified),4,107,12,-2,0.2,-1,-2,-6,0.6
Cc1noc(C)c1C(=O)N1CCN(CCc2ccccc2)CC1,5,106,24,-12,0.9,9,-6,0,-0.1
COc1ccc(-c2csc(NCCc3nc4cc(C(=O)NCCCO)ccc4n3Cc3ccc(C)cc3)n2)cc1,2,107,.,.,-0.6,.,-5,0,-0.1
CC(c1ccncn1)N(C)Cc1nc(Cc2ccccc2F)no1 (stereo unspecified),-3,94,-10,-1,0.3,-2,-1,-4,0.6
CCC(C)(C)c1nnc(NC(=O)c2ccc([N+](=O)[O-])cc2)s1,4,105,-5,-6,0.7,8,-5,-8,1.3
c1ccc(-c2ccccc2OCCCN2CCCCC2)cc1,6,113,13,3,1.5,6,-1,-3,1.0
CCOc1ccc(Nc2nc(N)nc(CSC(=S)N3CCOCC3)n2)cc1,-7,96,5,-6,-0.9,-3,1,-12,-3.1
Cc1ccc(S(=O)(=O)CC(=O)N2CCN(c3ccc([N+](=O)[O-])cc3)CC2)cc1,.,.,.,.,6.4,.,-7,-11,8.6
CCOc1cc(-c2nc(-c3cc(OC)c(OC)c(OC)c3)no2)cc(OCC)c1OCC,7,105,.,0,0.3,-4,.,-6,1.8
O=C(CSc1nc(Nc2ccccc2)nc(N2CCOCC2)n1)Nc1ccc(Br)cc1F,11,98,9,1,-0.6,-27,1,-3,-1.2
O=C(NCc1cccs1)C(NS(=O)(=O)c1cccc2nsnc12)c1ccccc1 (stereo unspecified),0,96,3,-3,-1.3,11,8,-13,-2.6

# Molecules from the list above that contain two or more sulfur atoms (2):
SMILES,MEKK2mut PB1 HTS,MEKK2 WT-MEK5,NALP1 inh,M18AAP inhibitor,V1R ag counter,GPR7 antag,GalR3 antagonist,OXTR potentiator,OXTR ag
CCOc1ccc(Nc2nc(N)nc(CSC(=S)N3CCOCC3)n2)cc1,-7,96,5,-6,-0.9,-3,1,-12,-3.1
O=C(NCc1cccs1)C(NS(=O)(=O)c1cccc2nsnc12)c1ccccc1 (stereo unspecified),0,96,3,-3,-1.3,11,8,-13,-2.6

# Sorted by value in NALP1 inh (lowest first): 3 of the compounds above
mol,MEKK2mut PB1 HTS,MEKK2 WT-MEK5,NALP1 inh,M18AAP inhibitor,GPR7 antag,GalR3 antagonist,OXTR potentiator
O=C(NCc1cccs1)C(NS(=O)(=O)c1cccc2nsnc12)c1ccccc1 (stereo unspecified),0,96,3,-3,11,8,-13
O=C(CSc1nc(Nc2ccccc2)nc(N2CCOCC2)n1)Nc1ccc(Br)cc1F,11,98,9,1,-27,1,-3
Cc1noc(C)c1C(=O)N1CCN(CCc2ccccc2)CC1,5,106,24,-12,9,-6,0

# Other entries follow.
SMILES,MEKK2mut PB1 HTS,MEKK2 WT-MEK5,NALP1 inh,M18AAP inhibitor,V1R ag counter,GPR7 antag,GalR3 antagonist,OXTR potentiator,OXTR ag
CCOC(=O)C1=C(CSc2nc(-c3ccccc3)ccc2C#N)OC(N)=C(C#N)C1c1cccnc1 (stereo unspecified),7,92,1,21,1.4,4,1,-13,-1.1
C=CCNC(=O)C1CCN(S(=O)(=O)c2ccc(Br)cc2)CC1,-2,98,-1,-4,-0.1,-5,-4,2,-0.7
Cn1nc(C(F)(F)F)c2cc(C(=O)NC3CC3)sc21,-6,97,31,-1,0.2,-3,2,-7,1.4
O=C(c1cc(F)ccc1F)C1CCCN(C(=O)CCc2cnccn2)C1 (stereo unspecified),-8,88,15,-1,0.2,-8,-5,4,1.5
COc1cccc(NC(=S)NC(=O)Cc2ccc(Cl)cc2)c1,9,106,5,5,31*,35*,-5,-19,25*
O=S(=O)(c1ccc2c(c1)OCO2)N1CCN(c2nnnn2-c2ccccc2)CC1,5,109,27,2,2.3,-14,-5,-4,2.2
CC(Oc1cccc(Br)c1)C(=O)Nc1cccc(S(=O)(=O)N2CCOCC2)c1 (stereo unspecified),.,.,.,.,8.3,.,-2,-8,7.3
O=C(Nc1cc(Cl)ccc1-n1cncn1)c1ccc(Br)o1,.,.,.,.,-0.9,.,-3,-2,-1.7
CCOc1ccccc1NC(=O)C(=O)NCCC1=CCCCC1,-4,98,-4,-8,-0.5,-8,2,-16,-1.7
CCOc1ccc(C2c3c(oc4ccccc4c3=O)C(=O)N2CCCN2CCOCC2)cc1 (stereo unspecified),-1,99,3,-3,0.0,-4,-2,-6,0.1
CC(C)(C)c1nc2ccc(NS(=O)(=O)c3ccc(F)c(F)c3F)cc2[nH]1,2,100,-5,-1,1.8,-26,-8,0,0.0
Cc1cc(C)n2cc(CSc3nc4ccccc4s3)nc2n1,5,109,28,7,1.0,2,-10,-5,0.1
COc1ccccc1CNC(=O)COC(=O)c1nccnc1N,-7,97,9,7,-0.2,-7,-4,-12,-0.8
Nc1nc(-c2ccc(-n3nncc3-c3ccco3)cc2)cs1,-5,97,-1,-4,0.3,-7,.,-3,1.4
Cn1c(=O)c2c(nc(CN3CCN(c4ccccc4)CC3)n2CCCc2ccccc2)n(C)c1=O,2,101,.,2,0.6,11,3,3,-0.9
O=C(O/N=C\c1ccc(N2CCOCC2)c([N+](=O)[O-])c1)c1ccc(F)cc1,.,.,-4,-1,1.7,-8,-1,-6,0.1
Cc1c(Cl)cccc1NC(=O)CSc1nnc(C)n1-c1ccccc1,-3,93,-11,-5,-0.1,1,-11,-11,0.5
COc1ccc(N2C(=O)C3CCCN3C2c2ccccc2Cl)cc1 (stereo unspecified),5,98,17,6,0.3,-13,-2,2,-0.6
O=C(C1COc2ccccc2O1)N1CCN(c2ccc(F)cc2)CC1 (stereo unspecified),-10,82,-6,2,1.0,-1,-2,-9,-0.4
Cc1cc(C)n2c(SCC(=O)NC3CCCC(C)C3C)nnc2n1 (stereo unspecified),-1,102,-3,3,-0.3,-11,-3,-25,-0.5
CCCc1cc(C(=O)NC(C)C2CCCO2)cs1 (stereo unspecified),7,105,6,-4,-1.0,1,-1,-7,-0.7
O=C(c1ccccc1)N1CCSC1=S,-3,97,9,1,0.6,-4,1,-12,-0.4
O=C(c1cc(-c2ccc(O)cc2)on1)N1CCOCC1,3,101,7,1,1.5,-2,3,-7,0.9
COc1ccc2o/c(=N\O)c(C(=O)Nc3ccccc3OC)cc2c1,1,102,23,7,14,-11,-3,-18,9.3
COc1cc2c(cc1OC)C(c1ccsc1)CC(=O)N2 (stereo unspecified),8,102,15,-2,0.5,-12,-8,-5,-0.1

# Five of these compounds, set out differently.
smiles	MEKK2mut PB1 HTS	MEKK2 WT-MEK5	NALP1 inh	M18AAP inhibitor	V1R ag counter	GPR7 antag	GalR3 antagonist	OXTR potentiator	OXTR ag
COc1ccc2o/c(=N\O)c(C(=O)Nc3ccccc3OC)cc2c1	1	102	23	7	14	-11	-3	-18	9.3
CC(C)(C)OC(=O)N[C@H](/C=C/c1ccccc1)C(=O)OC(C)(C)C	.	.	.	.	-1.2	.	-3	-4	-2.2
CCOC(=O)C1=C(CSc2nc(-c3ccccc3)ccc2C#N)OC(N)=C(C#N)C1c1cccnc1 (stereo unspecified)	7	92	1	21	1.4	4	1	-13	-1.1
O=C(c1cc(-c2ccc(O)cc2)on1)N1CCOCC1	3	101	7	1	1.5	-2	3	-7	0.9
C[C@H](CO)N1C[C@H](C)[C@@H](CN(C)C(=O)Nc2ccc(C(F)(F)F)cc2)Oc2c(NC(=O)Cc3ccccc3)cccc2C1=O	.	.	.	.	1.3	.	1	1	0.3

# More results follow:
SMILES,MEKK2mut PB1 HTS,MEKK2 WT-MEK5,NALP1 inh,M18AAP inhibitor,V1R ag counter,GPR7 antag,GalR3 antagonist,OXTR potentiator,OXTR ag
[O-]/C(=C(\C(=S)Nc1cccc2ccccc12)[n+]1ccccc1)c1cccs1,-14,79,2,9,-0.6,-19,-4,-1,0.3
CCOC(=O)c1c(NC(=O)Nc2ccc(Cl)cc2)sc(C)c1C,1,103,-12,8,1.0,-5,-3,-10,0.1
O=C(Nc1ccc(F)cc1F)c1cccc(C(=O)Nc2ccc(F)cc2F)n1,8,102,21,-14,-0.5,-13,-1,-5,0.3
COC(CNC(=O)c1cc(S(=O)(=O)N2CCc3ccccc32)ccc1F)OC,8,112,-13,1,-0.5,-8,-8,-1,-0.5
Cc1ccc(Nc2nc(N)c([N+](=O)[O-])c(NCc3ccco3)n2)cc1C,-1,108,51,-4,0.2,-6,-13,-7,-2.1
CC1=NN(C(=O)c2c(Br)c(C)nn2C)C(O)(C(F)(F)F)C1 (stereo unspecified),2,103,7,-1,1.1,0,0,1,0.1
CCOc1ccc2nc(N3CCC(C(=O)N4CCN(C(=O)c5ccco5)CC4)CC3)sc2c1,5,115,14,4,2.5,-6,.,0,2.4
CCOc1ccc(-c2[nH]ncc2Oc2cccc(OC)c2)c(O)c1,-8,93,7,3,-0.2,-4,-2,-22,-1.7
CN1/C(=C\C(=O)c2cccs2)C(C)(C)c2ccccc21,1,96,52,4,-1.0,-10,1,-3,-3.4
COc1ccc(N(CC(=O)NC2CCCC2)C(=O)Cn2nnc(-c3ccc(C)cc3)n2)cc1,-1,92,4,0,-0.9,0,-4,6,-1.6
